High-throughput results: PubChem BioAssay, several laboratories
Exocytosis inh: lytic granule exocytosis inhibition; inhibition, % at 10 µM; AID 651702; TALL-104 LAMP-1 surface exposure, flow cytometry; cells stimulated with thapsigargin and PMA; 360,000 compounds, 0.66% hits;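 active = inhibition above about 55%, limit read from the data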
hiPSC survival: enhancers of human iPSC single-cell survival. survival enhancement, % at 20 µM. AID 602274. 360,000 compounds, 0.044% hits. hiPSC single-cell survival, ATPlite luminescence; 100% = ROCK inhibitor wells, 0% = DMSO; in the data active = survival enhancement above about 18%;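 note: cells exposed to compounds for 16 hours before the ATP read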
NR2E3 ag-1: activates human photoreceptor nuclear receptor NR2E3; 320,000 compounds, 0.12% hits; AID 2300; inhibition of corepressor binding, % at 4.78 µM; Q9Y5X4; GST-NR2E3/biotin-RetCOR TR-FRET, 1536-well;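 active = percent inhibition above the cutoff of mean plus 3 SD of all tested compounds, set per screening campaign, cut at about 20% in these data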;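 note: 0% = DMSO wells and 100% = biotin wells as full block of FRET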
Target sequence (Q9Y5X4 whole entry, looked up): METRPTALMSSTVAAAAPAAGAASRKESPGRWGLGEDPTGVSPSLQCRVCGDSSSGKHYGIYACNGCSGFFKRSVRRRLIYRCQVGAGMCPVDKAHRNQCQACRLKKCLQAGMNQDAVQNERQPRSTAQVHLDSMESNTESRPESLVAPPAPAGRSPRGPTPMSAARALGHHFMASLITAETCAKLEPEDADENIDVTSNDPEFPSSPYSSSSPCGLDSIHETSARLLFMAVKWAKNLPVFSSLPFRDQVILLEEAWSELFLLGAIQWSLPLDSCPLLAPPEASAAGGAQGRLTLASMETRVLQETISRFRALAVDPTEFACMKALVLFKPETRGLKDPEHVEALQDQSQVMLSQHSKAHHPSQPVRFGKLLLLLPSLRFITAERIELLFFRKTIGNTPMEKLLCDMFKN
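Test system – NR2E3–RetCOR corepressor complex · Quantity – NR2E3 fusion 1.35 nM · Buffer or medium – Tris pH 7.5 · Incubation – Compound–protein incubation for 5 h at 4 °C · Technique – TR-FRET, Eu(K)-anti-GST donor, streptavidin-D2 acceptor, ex 340, em 617/671 nm · Evaluation – percent inhibition of 671/617 nm emission ratio versus biotin and DMSO controls · Plate – 1536-well format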
NR2E3 ag-2: activates human NR2E3 receptor | Q9Y5X4 | CHO-S Gal4-NCOR/VP16-NR2E3 two-hybrid, luciferase | inhibition of corepressor binding, % at 3.98 µM | 360,000 compounds, 0.35% hits | AID 602229;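 active = inhibition above the mean of all tested compounds plus 3 SD, cut at about 70% in these data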;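 note: 0% = DMSO with NR2E3 transfected cells and 100% = cells lacking NR2E3 construct; higher means lower luciferase signal from less NR2E3 corepressor binding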
HIF-2a block: HIF-2a inhibition; AID 624352; 786-0 RCC cells HIF-2a reporter, luciferase luminescence, overnight; inhibition, % at 18.8 µM; 360,000 compounds, 0.72% hits;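 active = inhibition of the luminescence signal of 40% or more relative to plate controls, in a single-dose primary screen at 18.75 µM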
CaV13 FRET inh: Primary screen for inhibitors of IQ motif and Ca2+-dependent inactivation inhibitor domain binding in CACNA1D, Förster resonance energy transfer in living cells, …; HEK cells, CFP/YFP FRET ICDI-IQ, plate reader, 10 min; percent FRET-ratio fall versus neutral wells; inhibition, % at 12.3 µM; AID 743397; 340,000 compounds, 0.098% hits;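 active = mean replicate inhibition of at least 30% and at least 1% of replicates passing that level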;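 note: 0% = median of the neutral control wells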
PDI inh: inhibitors of human protein disulfide isomerase | AID 588391 | 350,000 compounds, 0.052% hits | inhibition, % at 10 µM | PDI insulin aggregation turbidity, A650, 90 min;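 active = mean inhibition across replicates of 30% or more, whatever share of single replicates reach that level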;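 note: absorbance from insulin aggregation driven by PDI reduction with DTT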
Target sequence (P07237 whole entry, looked up): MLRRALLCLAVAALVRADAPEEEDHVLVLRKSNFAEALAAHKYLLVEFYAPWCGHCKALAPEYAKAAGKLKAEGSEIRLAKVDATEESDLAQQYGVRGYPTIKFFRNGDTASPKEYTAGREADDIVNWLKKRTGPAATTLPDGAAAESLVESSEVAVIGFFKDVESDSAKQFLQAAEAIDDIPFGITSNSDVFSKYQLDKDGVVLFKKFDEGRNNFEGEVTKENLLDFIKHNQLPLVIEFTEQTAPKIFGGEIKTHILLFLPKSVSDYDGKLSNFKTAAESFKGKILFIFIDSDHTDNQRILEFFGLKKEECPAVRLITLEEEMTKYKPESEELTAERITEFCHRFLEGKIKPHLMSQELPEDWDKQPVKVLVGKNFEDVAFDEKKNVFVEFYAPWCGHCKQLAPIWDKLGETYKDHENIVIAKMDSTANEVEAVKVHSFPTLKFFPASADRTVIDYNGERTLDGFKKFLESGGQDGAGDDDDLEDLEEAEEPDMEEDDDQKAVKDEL
MITF TRPM1 inh: MITF TRPM1 promoter inhibition in SK-MEL-5 cells. SK-MEL-5 TRPM1 promoter luciferase, 24 h. inhibition, % at 12.5 µM. 330,000 compounds, 0.83% hits. AID 488899;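 active = mean inhibition across replicates of 60% or more, whatever share of single replicates reaches that level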; note: values of inactives mirror those of a sister screen read the other way
aDG glyco act: alpha-DG glycosylation activation. Pro5-aDG cells, alpha-DG glycosylation AlphaScreen (IIH6); 0% Pro5, 100% B10-LARGE cell signal. activation, % at 10 µM. 360,000 compounds, 0.22% hits;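 active = activation of at least 8% versus controls, or a plate z-score of at least 8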;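 note: Pro5 are CHO cells carrying HIG-tagged alpha-DG that lacks glycosylation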
Vif inh: blocks HIV Vif function. HEK293T cells, Vif self-association by quenched fluorescence, imaging, 24 h. AID 602346. 340,000 compounds, 0.35% hits. inhibition, % at 7.49 µM; in the data active = inhibition above about 50%, passing the limit was not always enough; note: some results filed as inactive read as strong as hits
Peg3 promoter: reduces Peg3 promoter-driven luciferase expression in HeLa; HeLa PEG-Prom luciferase reporter, luminescence, overnight; inhibition, % at 20 µM; 360,000 compounds, 1.7% hits; AID 588405;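 active = inhibition of at least 50% at 20 µM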
Active calls of the source: *; & = joins results of further samples.

What do the screens show for `CC(C)=CCC[C@](C)(O)C1CC[C@]2(C)C1[C@H](O)CC1[C@@]3(C)CC[C@H](O[C@@H]4O[C@H](CO)[C@@H](O)[C@H](O)[C@H]4O[C@@H]4O[C@H](CO)[C@@H](O)[C@H](O)[C@H]4O)C(C)(C)C3CC[C@]12C` (stereo not given in full)?
Exocytosis inh: -5; hiPSC survival: 7.5; NR2E3 ag-2: -13; HIF-2a block: -1; CaV13 FRET inh: -6; PDI inh: -5; MITF TRPM1 inh: -4; aDG glyco act: 0.8; Vif inh: 0; Peg3 promoter: 4

How did O=C(CSc1nc(=O)n2ccccc2n1)Nc1ccc2c(c1)OCO2 do in these assays?
Exocytosis inh: -1; hiPSC survival: 1.1; NR2E3 ag-1: -1; NR2E3 ag-2: -11; HIF-2a block: -1; CaV13 FRET inh: -2; PDI inh: 5; MITF TRPM1 inh: 9; aDG glyco act: 0.1; Vif inh: -10; Peg3 promoter: 9

How did CCOC(=O)[C@]12CCCC=C1N(Cc1ccc3c(c1)OCO3)C(=O)[C@H](CC(=O)NCC1CCCCC1)C2 do in these assays?
Exocytosis inh: -1; hiPSC survival: -0.3; NR2E3 ag-2: -38; HIF-2a block: -9; CaV13 FRET inh: -3; aDG glyco act: -0.1

How did CCCCOc1cccc(-c2nnc(N)s2)c1 do in these assays?
Exocytosis inh: -1; hiPSC survival: -0.5; NR2E3 ag-1: -2; NR2E3 ag-2: -5; HIF-2a block: -66; PDI inh: -5; MITF TRPM1 inh: -16; aDG glyco act: -0.3; Vif inh: -3; Peg3 promoter: -64

Results for CC(C)n1c(CCC(=O)O)ccc1-c1ccccc1 ?
Exocytosis inh: 0; hiPSC survival: -0.1; NR2E3 ag-1: -2; NR2E3 ag-2: 5; HIF-2a block: 0; CaV13 FRET inh: -2; MITF TRPM1 inh: -9; aDG glyco act: 0.0; Vif inh: -4; Peg3 promoter: -3

What do the screens show for `O=C1CCCN1CC(O)CS(=O)(=O)Cc1ccccc1` (stereo not given)?
Exocytosis inh: -14; hiPSC survival: 0.7; NR2E3 ag-1: -1; NR2E3 ag-2: -4; HIF-2a block: 19; CaV13 FRET inh: -22; PDI inh: -1; MITF TRPM1 inh: -4; aDG glyco act: -0.1; Vif inh: 4; Peg3 promoter: -3

What do the screens show for `COc1cccc(N2C(=O)C3NN=C(C(=O)CN4C(=O)c5ccccc5C4=O)C3C2=O)c1` (stereo not given)?
Exocytosis inh: -1; hiPSC survival: -0.6; NR2E3 ag-1: 4; NR2E3 ag-2: -13; HIF-2a block: 18; CaV13 FRET inh: -16; PDI inh: -4; aDG glyco act: 0.0; Vif inh: 1; Peg3 promoter: 14

How did O=S(=O)(NCCc1ccc(F)cc1)c1cccc2cccnc12 do in these assays?
Exocytosis inh: 4; hiPSC survival: 0.2; NR2E3 ag-1: 3; NR2E3 ag-2: -15; HIF-2a block: 11; CaV13 FRET inh: -5; PDI inh: 10; MITF TRPM1 inh: 15; aDG glyco act: 0.5; Vif inh: -7; Peg3 promoter: 18

What do the screens show for `CCOC(=O)c1ccc(NC(=O)C2CCN(S(=O)(=O)c3c(C)nn(C)c3C)CC2)cc1`?
Exocytosis inh: 5; hiPSC survival: 1.3; NR2E3 ag-1: 1; NR2E3 ag-2: -20; HIF-2a block: 3; CaV13 FRET inh: -6; aDG glyco act: -0.3; Peg3 promoter: -8

How did Cc1ccc(NC(=O)CSc2nc(N)c3c4c(sc3n2)CSC(C)(C)C4)cc1 do in these assays?
Exocytosis inh: 4; hiPSC survival: -1.7; NR2E3 ag-1: -2; NR2E3 ag-2: -12; HIF-2a block: -3; CaV13 FRET inh: -2; PDI inh: 2; MITF TRPM1 inh: -18; aDG glyco act: -0.2; Vif inh: 0; Peg3 promoter: 12

What do the screens show for `Cc1ccc(S(=O)(=O)NC(=O)NCCCN2CCOCC2)cc1`?
Exocytosis inh: 5; hiPSC survival: 0.4; NR2E3 ag-1: -2; NR2E3 ag-2: -6; HIF-2a block: 13; CaV13 FRET inh: -3; PDI inh: -5; MITF TRPM1 inh: -4; aDG glyco act: 0.0; Vif inh: 12; Peg3 promoter: -1

How did Cc1ccccc1OCc1nc(-c2ccc(-n3cccc3)cc2)no1 do in these assays?
Exocytosis inh: -2; hiPSC survival: -1.2; NR2E3 ag-1: -1; NR2E3 ag-2: -29; HIF-2a block: -28; CaV13 FRET inh: -6; PDI inh: 8; MITF TRPM1 inh: 4; aDG glyco act: 4.4; Vif inh: 16; Peg3 promoter: -21

Results for CCOCCCNCc1cccc(OC)c1 ?
Exocytosis inh: 0; hiPSC survival: -0.8; NR2E3 ag-1: 2; NR2E3 ag-2: -8; HIF-2a block: 9; CaV13 FRET inh: -5; PDI inh: 3; MITF TRPM1 inh: -3; aDG glyco act: 0.1; Vif inh: 6; Peg3 promoter: 6

How did N/C(=N\OC(=O)Cc1cccs1)c1ccc(Cl)cc1 do in these assays?
Exocytosis inh: -1; hiPSC survival: -0.2; NR2E3 ag-1: 4; NR2E3 ag-2: -18; HIF-2a block: -298; CaV13 FRET inh: -6; PDI inh: 3; MITF TRPM1 inh: -80; aDG glyco act: 0.1; Vif inh: -2; Peg3 promoter: -163

Results for CCC(Sc1nc(C)cc(C)n1)C(=O)Nc1ccc(Cl)cn1 (stereo not given) ?
Exocytosis inh: -3; hiPSC survival: 1.6; NR2E3 ag-1: -2; NR2E3 ag-2: -6; HIF-2a block: 11; PDI inh: -2; MITF TRPM1 inh: -2; aDG glyco act: 0.1; Vif inh: 13; Peg3 promoter: 11

How did Cn1c(CNc2nc3ccccc3n2C)nc2ccccc21 do in these assays?
Exocytosis inh: 2; hiPSC survival: -1.5; NR2E3 ag-1: 2; NR2E3 ag-2: -38; HIF-2a block: -167; CaV13 FRET inh: -5; PDI inh: 3; MITF TRPM1 inh: -37; aDG glyco act: 0.9; Vif inh: -1; Peg3 promoter: -118

Results for COc1cccc(C(=O)CSc2nc3cccnc3n2C)c1 ?
Exocytosis inh: 5; hiPSC survival: -3.3; NR2E3 ag-1: 0; NR2E3 ag-2: -18; HIF-2a block: 3; CaV13 FRET inh: -5; PDI inh: 1; MITF TRPM1 inh: 2; aDG glyco act: 0.9; Vif inh: -9; Peg3 promoter: -9

What do the screens show for `CC(C)C(C(=O)Nc1ccccc1)N1C(=O)c2ccccc2C1=O` (stereo not given)?
Exocytosis inh: -8; hiPSC survival: 0.1; NR2E3 ag-1: 0; NR2E3 ag-2: -40; HIF-2a block: 17; CaV13 FRET inh: -6; PDI inh: -6; MITF TRPM1 inh: 18; aDG glyco act: -0.2; Vif inh: 18; Peg3 promoter: 23

What do the screens show for `Cc1noc(C)c1CSCC(=O)N(C)CC(=O)Nc1ccc(F)c(F)c1F`?
Exocytosis inh: -4; hiPSC survival: 1.1; NR2E3 ag-1: -1; NR2E3 ag-2: -17; HIF-2a block: 12; CaV13 FRET inh: -3; PDI inh: -8; MITF TRPM1 inh: -13; aDG glyco act: 0.1; Vif inh: 6; Peg3 promoter: -2

Results for CC(C)C[C@H]1COc2cccc(N3CCN(Cc4ccccc4F)CC3)c2S(=O)(=O)N1 ?
Exocytosis inh: 0; hiPSC survival: 0.5; NR2E3 ag-2: 18; HIF-2a block: 18; CaV13 FRET inh: -4; aDG glyco act: -0.4

Results for Cc1cccc(OC(C)C(=O)N2CCN(Cc3ccc4c(c3)OCO4)CC2)c1 (stereo not given) ?
Exocytosis inh: 5; hiPSC survival: 0.2; NR2E3 ag-1: -5; NR2E3 ag-2: 0; HIF-2a block: 14; CaV13 FRET inh: -6; PDI inh: 4; MITF TRPM1 inh: 14; aDG glyco act: -0.2; Vif inh: -16; Peg3 promoter: 24

How did CCOc1ccccc1NC(=O)CN(c1ccc(OC)cc1OC)S(=O)(=O)c1ccccc1[N+](=O)[O-] do in these assays?
Exocytosis inh: 1; hiPSC survival: 0.7; NR2E3 ag-1: -1; NR2E3 ag-2: -16; HIF-2a block: 6; CaV13 FRET inh: 6; PDI inh: -2; MITF TRPM1 inh: -7; aDG glyco act: -0.5; Vif inh: -9; Peg3 promoter: 21

What do the screens show for `Cc1cc(C)n(C(=O)COc2ccc([N+](=O)[O-])cc2)n1`?
Exocytosis inh: 4; hiPSC survival: -0.2; NR2E3 ag-1: 1; NR2E3 ag-2: 4; HIF-2a block: 17; CaV13 FRET inh: -6; PDI inh: -10; MITF TRPM1 inh: 2; aDG glyco act: 0.1; Vif inh: -2; Peg3 promoter: 10

How did Cn1c(=O)c2cc(NC(=O)Nc3cccnc3)ccc2n1Cc1cccc(C(F)(F)F)c1 do in these assays?
Exocytosis inh: -3; hiPSC survival: -1.3; NR2E3 ag-2: -7; HIF-2a block: 8; CaV13 FRET inh: -14; PDI inh: -4; aDG glyco act: -0.3; Peg3 promoter: 19

Results for CCOc1cc(C(=O)Nc2c3c(nn2C(C)(C)C)CS(=O)C3)cc(OCC)c1OCC (stereo not given) ?
Exocytosis inh: 1; hiPSC survival: -0.2; NR2E3 ag-1: 2; NR2E3 ag-2: 3; HIF-2a block: 16; PDI inh: 3; MITF TRPM1 inh: 5; aDG glyco act: 0.0; Peg3 promoter: 12

What do the screens show for `Cc1ccc(-n2c3nc(=O)[nH]c(=O)c-3cc3cc([N+](=O)[O-])ccc32)cc1`?
Exocytosis inh: 10; hiPSC survival: -3.0; NR2E3 ag-1: 4; NR2E3 ag-2: -43; HIF-2a block: 36; CaV13 FRET inh: -3; PDI inh: 0; MITF TRPM1 inh: 54; aDG glyco act: -0.5; Vif inh: 5; Peg3 promoter: 31

How did O=C(O)CSc1cccc2cccnc12 do in these assays?
Exocytosis inh: -2&-3; hiPSC survival: -2.7&-2.5; NR2E3 ag-1: 0&4; NR2E3 ag-2: -3&-5; HIF-2a block: 16&12; CaV13 FRET inh: -2&-5; PDI inh: -6; MITF TRPM1 inh: 10&8; aDG glyco act: 0.4&-0.1; Vif inh: 6&2; Peg3 promoter: 4&6

Grouped by structure, those above containing a COOH group (two)
Results for CC(C)n1c(CCC(=O)O)ccc1-c1ccccc1 ?
Exocytosis inh: 0; hiPSC survival: -0.1; NR2E3 ag-1: -2; NR2E3 ag-2: 5; HIF-2a block: 0; CaV13 FRET inh: -2; MITF TRPM1 inh: -9; aDG glyco act: 0.0; Vif inh: -4; Peg3 promoter: -3

How did O=C(O)CSc1cccc2cccnc12 do in these assays?
Exocytosis inh: -2&-3; hiPSC survival: -2.7&-2.5; NR2E3 ag-1: 0&4; NR2E3 ag-2: -3&-5; HIF-2a block: 16&12; CaV13 FRET inh: -2&-5; PDI inh: -6; MITF TRPM1 inh: 10&8; aDG glyco act: 0.4&-0.1; Vif inh: 6&2; Peg3 promoter: 4&6
